# DRD3 agonist: activates the human D3 dopamine receptor; P35462; D3R DiscoveRx beta-arrestin cells, luminescence, 90 min; max activation, %; 410,000 tested, 0.58% active; in the data active means max activation above about 30%; further: 0% is about no effect; mostly tested at two doses, the higher about 12 µM
# Target sequence (P35462 whole entry, looked up): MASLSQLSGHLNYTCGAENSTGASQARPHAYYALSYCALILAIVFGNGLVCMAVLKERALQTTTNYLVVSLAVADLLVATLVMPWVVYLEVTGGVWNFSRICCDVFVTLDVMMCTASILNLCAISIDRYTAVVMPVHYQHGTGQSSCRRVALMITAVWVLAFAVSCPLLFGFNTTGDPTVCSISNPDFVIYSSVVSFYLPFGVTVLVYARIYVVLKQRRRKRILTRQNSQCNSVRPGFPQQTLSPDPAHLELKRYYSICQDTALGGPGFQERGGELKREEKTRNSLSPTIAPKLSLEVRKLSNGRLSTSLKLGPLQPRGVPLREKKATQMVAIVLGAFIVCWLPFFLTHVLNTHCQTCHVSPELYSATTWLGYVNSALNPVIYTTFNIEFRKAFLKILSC
#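 Cells at 1500/well, incubated overnight, then treated with pinned compounds (dopamine as control) for 90 min at 37 degrees C. DiscoveRx reagent added for 30 - 60 minutes at room temperature; luminescence read.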
# GLP1R ag: activates the human GLP-1 receptor. HEK293 GLP-1R CRE-luciferase, luminescence, 4-6 h; cells express a hypersensitive GLP-1R form. AID 624172. 380,000 tested, 0.007% active. P43220. Potency, µM (doses to about 45.6 µM), for inactives: at the highest dose activation, hits mostly activators; further: potency means the concentration at half of the fitted maximal effect; % of control where 0% means no effect
# Target sequence (P43220 whole entry, looked up): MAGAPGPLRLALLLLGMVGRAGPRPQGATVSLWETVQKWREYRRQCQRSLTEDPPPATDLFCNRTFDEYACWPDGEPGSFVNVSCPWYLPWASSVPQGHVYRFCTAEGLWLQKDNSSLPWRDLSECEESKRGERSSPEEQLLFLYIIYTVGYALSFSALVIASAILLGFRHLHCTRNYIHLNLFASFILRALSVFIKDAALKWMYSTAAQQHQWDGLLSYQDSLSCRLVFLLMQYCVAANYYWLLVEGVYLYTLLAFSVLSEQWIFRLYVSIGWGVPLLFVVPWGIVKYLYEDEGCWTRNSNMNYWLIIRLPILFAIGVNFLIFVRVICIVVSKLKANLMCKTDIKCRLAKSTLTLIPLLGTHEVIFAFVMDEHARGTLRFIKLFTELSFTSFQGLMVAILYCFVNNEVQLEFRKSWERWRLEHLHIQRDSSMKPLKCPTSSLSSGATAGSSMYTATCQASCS
# KB-3-1 cytotox: kills parental KB-3-1 adenocarcinoma cells; Potency, µM (series often up to 46.1 µM), without a hit: at the highest dose activity change, negative = cytotoxic, most hits filed as cytotoxic; AID 1347075; 400,000 tested, 1.4% active; KB-3-1 viability, CellTiter-Glo ATP luminescence, 72 h; further: potency means the concentration at half of the fitted maximal effect; on the % scale 0 is the no-effect control and ±100 the full control effect; nearly all actives have a fitted effect of over 60% in size
#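 Screening of KB-3-1 cells (DMEM, 10% FBS, phenol-red free) ran from lowest to highest compound concentration; after 72 h at 37 °C viability was read luminescently and curves fitted.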
# SW480 rerep: inducers of DNA re-replication in SW480 colon cancer cells; SW480 DNA re-replication, Hoechst DNA content imaging, 48 h; Potency, µM (doses to about 46.1 µM), for inactives: at the top dose re-replication activation, actives largely listed as activators; 340,000 tested, 1.8% active; AID 624297; further: potency means the concentration at half of the fitted maximal effect; % of control where 0% means no effect; nearly all actives have a fitted effect of over 55% in size
#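 Image-based DNA-content assay: after two days of treatment, nuclei were labelled with the DNA dye Hoechst and imaged, and hits were compounds raising the count of nuclei showing high fluorescence intensity.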
# IL-1B inflam inh: inhibitors of inflammasome signaling (IL-1 beta secretion). AID 743279. 360,000 tested, 4.7% active. activity change, % at 57.5 µM. THP-1 LPS/ATP IL-1B secretion, AlphaLISA, 16 h; stronger effect = lower value; in the data active means activity change below about -50%; inconclusive means mostly about -30% to -49%; further: on the % scale 0 is the no-effect control and ±100 the full control effect
#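 THP-1 cells pretreated 1 hr with compounds (up to 57.5 uM final), then stimulated with LPS (250 ng/mL final) plus ATP (1.25 mM final); secreted IL-1B measured by AlphaLISA after 16 hr, decreased signal indicating inhibition.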
# D3 antag: antagonists of human D3 dopamine receptor. P35462. D3R cells, DiscoveRx beta-arrestin luminescence, antagonist mode; stronger effect = lower value. max response, negative = inhibition, %. 360,000 tested, 2.5% active. AID 652054; in the data active means max response below about -50%; inconclusive means no clear call, values can overlap the other calls; further: on the % scale 0 is the no-effect control and ±100 the full control effect; mostly tested at two doses, the higher about 12 µM
#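 Cells plated overnight at 1500 cells/well, then exposed to library compounds with dopamine controls for 90 minutes at 37 degrees C. DiscoveRx reagent added for 30–60 minutes at room temperature; luminescence read, quantitative HTS format.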
# KB-V1 MDR tox: kills drug-selected multidrug resistant KB-V1 cells | KB-V1 MDR cells viability, CellTiter-Glo, 72 h | 400,000 tested, 3.4% active | Potency, µM (doses to about 46.1 µM), without a hit: at the highest dose activity change, negative = cytotoxicity, hits mostly cytotoxic | AID 1347076; further: potency means the concentration at half of the fitted maximal effect; on the % scale 0 is the no-effect control and ±100 the full control effect; nearly all actives have a fitted effect of over 60% in size
#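 Potencies derive from concentration-effect curves fitted to normalized luminescence (CellTiter-Glo) of KB-V1 cells treated for 72 h at 37 degrees C in phenol-red-free DMEM containing 10% FBS.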
# HT1080-NT tox: kills 2HG-producing HT-1080-NT fibrosarcoma cells. Potency, µM (highest dose often 46.1 µM), for inactives: top-dose activity, negative = less viability, hits mostly cytotoxic. HT-1080-NT fibrosarcoma viability, CellTiter-Glo ATP luminescence, 48 h. 360,000 tested, 1.6% active. AID 686970;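 further: NT is the 2HG producing partner of a matched IDH1 knockdown line; potency means the concentration at half of the fitted maximal effect; 0% = DMSO-treated cells and -100% = media-only wells without cells; nearly all actives have a fitted effect of over 55% in size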
#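 Luminescent CellTiter-Glo readout after 48 hours of compound exposure at 37 degrees C defined viability of HT-1080-NT cells. Activity was normalized to DMSO wells and cell-free media wells; concentration-response curves were fitted and assigned curve classes.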
# HT1080 IDH1KD tx: HT-1080 IDH1 knockdown cell toxicity (counter line); Potency, µM (top dose mostly 46.1 µM), without a hit: top-dose activity, negative = toxicity, usual class: cytotoxic; 360,000 tested, 2% active; HT-1080 IDH1 knockdown viability, ATP luminescence, 48 h;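 further: potency means the concentration at half of the fitted maximal effect; 0% = DMSO wells and -100% = cell-free medium wells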
#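 Assay cells: HT-1080 with IDH1 knockdown, 750 per well, RPMI/5% FBS. Exposure: 48 h at 37 °C following 2 h pre-incubation. Read: CellTiter-Glo luminescence; fitted concentration-response, curve class assigned.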
# Active calls of the source: *; ? = inconclusive; nt = no result given. Unless noted, the call rests on the fitted dose curve; in most records, active means well fitted curve in the direction sought with a large enough effect; inconclusive means small, poorly fitted or top-dose-only effect, or another doubt; inactive means no such curve, though single readings can be large; an effect the other way counts as inactive or inconclusive.
# Every second line gives: DRD3 agonist | GLP1R ag | KB-3-1 cytotox | SW480 rerep | IL-1B inflam inh | D3 antag | KB-V1 MDR tox | HT1080-NT tox | HT1080 IDH1KD tx
> Nc1sc(-c2ccccc2)cc1C(=O)NCCc1c[nH]c2ccccc12
    3.1 | nt | ? | nt | -14.6 | 13.4 | ? | ? | ?
> O=C(NNC(=O)c1ccc(Cl)c([N+](=O)[O-])c1)c1ccncc1
    0.5 | -14.2% | 0.2% | -8.0% | -14.8 | -5.9 | -6.9% | 8.1% | 7.7%
> NS(=O)(=O)c1ccc(CCNC(=O)Cc2ccc(S(=O)(=O)N3CCOCC3)s2)cc1
    -4.7 | -1.8% | ? | -7.6% | 3.0 | -8.5 | -0.3% | 0.2% | 6.5%
> COc1ccc(-n2c(SCC(=O)Nc3ccccc3C)nc(O)c(Cc3ccccc3)c2=O)cc1
    3.8 | -6.2% | 2.6% | -4.8% | 1.9 | 8.7 | 5.5% | 4.0% | -10.3%
> COc1ccc2cc3c(N)nn(C(=O)c4ccc(F)cc4)c3nc2c1
    -4.8 | 0.1% | -17.5% | ? | ? | -16.7 | ? | 0.0% | -1.1%
> CC(C)=Nc1ccccc1C1COC(=O)C1=N (stereo not drawn)
    3.3 | -18.6% | -1.2% | 0.517µM* | 0.0 | 0.0 | -3.8% | 9.1% | 4.8%
> COc1ccc(-c2ccc3c(c2)S(=O)(=O)c2cccc(C(=O)N4CCN(c5ccc(Cl)cn5)CC4)c2C3=O)cc1OC
    5.7 | -4.3% | 0.0% | 0.6% | 61.4 | 61.1 | -2.3% | 4.9% | -3.0%
> O=C(NC(=S)N1CCOCC1)c1cc2ccccc2o1
    -7.7 | 10.8% | 8.9% | 0.3% | 8.6 | 2.3 | -0.7% | -9.4% | 9.1%
> O=C(Cc1ccc(Cl)cc1)NCC(=O)N1CCC2(CC1)NCCc1[nH]cnc12
    0.1 | -0.9% | 4.6% | nt | 0.0 | 17.8 | 8.2% | -4.7% | -4.0%
> O=C(CN1C(=O)COc2ccc(Cl)cc21)NC1CC1
    -4.9 | -1.9% | 12.7% | -17.3% | -6.6 | -0.3 | 21.1% | 0.2% | -2.9%
> Cc1ccc2[nH]c(-c3ccccc3)c(CN3CCN(C)CC3)c(=O)c2c1
    -8.0 | 10.3% | 4.7% | 17.7% | -18.0 | -76.0* | -6.4% | -6.0% | ?
> Cc1cccc(C)c1NC(=O)C1(C)CN(S(C)(=O)=O)CC(=O)N1CCc1ccccc1F (stereo not drawn)
    -0.9 | nt | -5.4% | nt | -3.3 | 9.3 | ? | -12.4% | -7.4%
> O=C(Cc1ccc(NC(=O)C2CCN(C(=O)C3CCCC3)CC2)cc1)Nc1ccc(C(=O)N2CCOCC2)cc1
    0.6 | -3.9% | 9.3% | 2.4% | ? | -3.6 | 18.3% | 9.1% | 4.6%
> CSC[C@H](NC(=O)Cc1c(C)c2cc3c(C)c(C)oc3cc2oc1=O)C(=O)N[C@@H](Cc1ccccc1)C(=O)O
    2.2 | -1.9% | 0.0% | 2.7% | 20.4 | -3.7 | 13.1% | 8.5% | 12.9%
> O=C(CCS(=O)(=O)c1ccc(Cl)cc1)Nc1nnc(-c2cccs2)o1
    -2.4 | 7.9% | -5.3% | 1.64µM* | -17.4 | -1.1 | -9.8% | -28.2% | -16.7%
> CC(=O)Nc1ccc(S(=O)(=O)Nc2cc(S(=O)(=O)N3CCCCC3)ccc2O)cc1
    4.7 | 4.4% | 3.9% | -4.4% | 4.1 | 2.0 | 21.6% | -2.3% | 7.0%
> CCC(=O)N1CCN(c2nnc(-c3ccccc3)c3ccccc23)CC1
    4.3 | 0.5% | 3.5% | -1.2% | -13.1 | 9.5 | -20.2% | -1.6% | 8.3%
> COc1ccc(CCn2c(=O)[nH]c3cc(C(=O)NCCCN4CCOCC4)ccc3c2=O)cc1OC
    -0.6 | -3.9% | 17.0% | -11.5% | 20.7 | 5.5 | 13.1% | 0.1% | 5.7%
> CC(C)(C)OC(=O)NCCCCc1cn(CC(=O)N2CCN(C(=O)OC(C)(C)C)CC2)nn1
    1.4 | 0.0% | -1.5% | -11.6% | 0.0 | -24.2 | 0.0% | 11.7% | 8.7%
> CC(C)NC(=O)Nc1n[nH]c(Nc2ccc(Cl)cc2)n1
    3.2 | 7.6% | -5.6% | -4.6% | -1.3 | 23.4 | 6.2% | 12.9% | 21.0%
> O=C(Cc1cccc2ccccc12)Nc1cccnc1
    -2.2 | 0.2% | -28.7% | -3.0% | 8.6 | -18.9 | -5.3% | ? | 13.9%
> COc1ccccc1NC(=O)c1csc2c1CCC(C)C2 (stereo not drawn)
    -8.5 | -3.6% | -2.5% | 14.4% | -26.5 | 3.6 | -12.5% | -5.8% | 0.6%
> O=C(NCc1ccc(F)cc1)C(=O)NCC1OCCCN1S(=O)(=O)c1cccs1 (stereo not drawn)
    7.9 | 1.3% | -7.8% | 7.4% | -8.6 | -9.0 | 0.0% | -0.5% | 1.0%
> O=C(CSc1nc2ncccc2[nH]1)NCc1ccccc1
    -1.6 | -4.0% | -5.6% | -0.2% | 6.7 | -1.7 | -7.5% | -2.4% | ?
> COC(=O)c1cccc(-c2ccc(/C=N/N3C(=O)C4C5C=CC(C6CC56)C4C3=O)o2)c1 (stereo not drawn)
    5.2 | 6.5% | 5.3% | -9.6% | 0.0 | 6.4 | -1.0% | 9.7% | -1.0%
> Cc1ccc(-c2csc(N/N=C/c3ccco3)n2)cc1
    0.6 | -8.3% | 7.2% | 1.2% | -5.8 | 7.4 | -3.1% | -7.2% | -21.0%
> O=c1c2ccccc2nnn1CSc1nc2ccccc2[nH]1
    1.5 | 13.2% | -6.5% | -0.1% | 2.2 | 17.6 | -3.3% | 4.5% | -14.5%

# Compound profiles (already shown):
# Entry for CSC[C@H](NC(=O)Cc1c(C)c2cc3c(C)c(C)oc3cc2oc1=O)C(=O)N[C@@H](Cc1ccccc1)C(=O)O : DRD3 agonist = 2.2; GLP1R ag = -1.9%; KB-3-1 cytotox = 0.0%; SW480 rerep = 2.7%; IL-1B inflam inh = 20.4; D3 antag = -3.7; KB-V1 MDR tox = 13.1%; HT1080-NT tox = 8.5%; HT1080 IDH1KD tx = 12.9%
# Entry for O=C(NCc1ccc(F)cc1)C(=O)NCC1OCCCN1S(=O)(=O)c1cccs1 (stereo not drawn) : DRD3 agonist = 7.9; GLP1R ag = 1.3%; KB-3-1 cytotox = -7.8%; SW480 rerep = 7.4%; IL-1B inflam inh = -8.6; D3 antag = -9.0; KB-V1 MDR tox = 0.0%; HT1080-NT tox = -0.5%; HT1080 IDH1KD tx = 1.0%
# Entry for O=C(CSc1nc2ncccc2[nH]1)NCc1ccccc1 : DRD3 agonist = -1.6; GLP1R ag = -4.0%; KB-3-1 cytotox = -5.6%; SW480 rerep = -0.2%; IL-1B inflam inh = 6.7; D3 antag = -1.7; KB-V1 MDR tox = -7.5%; HT1080-NT tox = -2.4%; HT1080 IDH1KD tx = ?

# Entries from the list above that contain a furan ring, fused or not:
# Every second line gives: DRD3 agonist | GLP1R ag | KB-3-1 cytotox | SW480 rerep | IL-1B inflam inh | D3 antag | KB-V1 MDR tox | HT1080-NT tox | HT1080 IDH1KD tx
> O=C(NC(=S)N1CCOCC1)c1cc2ccccc2o1
    -7.7 | 10.8% | 8.9% | 0.3% | 8.6 | 2.3 | -0.7% | -9.4% | 9.1%
> CSC[C@H](NC(=O)Cc1c(C)c2cc3c(C)c(C)oc3cc2oc1=O)C(=O)N[C@@H](Cc1ccccc1)C(=O)O
    2.2 | -1.9% | 0.0% | 2.7% | 20.4 | -3.7 | 13.1% | 8.5% | 12.9%
> COC(=O)c1cccc(-c2ccc(/C=N/N3C(=O)C4C5C=CC(C6CC56)C4C3=O)o2)c1 (stereo not drawn)
    5.2 | 6.5% | 5.3% | -9.6% | 0.0 | 6.4 | -1.0% | 9.7% | -1.0%
> Cc1ccc(-c2csc(N/N=C/c3ccco3)n2)cc1
    0.6 | -8.3% | 7.2% | 1.2% | -5.8 | 7.4 | -3.1% | -7.2% | -21.0%

# Source: PubChem BioAssay (National Center for Advancing Translational Sciences (NCATS))
